Screening results (PubChem)
Myeloid diff 2: promotes myeloid progenitor differentiation. ER-HoxA9 myeloid progenitors, lysozyme-GFP differentiation, flow cytometry. calls only at 10 µM. 360,000 tested, 1% active;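 active = normalized GFP-positive differentiation at or above the plate's own cutoff, the solvent-only control mean plus 3 SD; inconclusive = no clear call, values can overlap the other calls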;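 also: cells exposed to compound for four days before flow analysis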
Myeloid diff 2 GFP+ MAC1+ %: further read-out of Myeloid diff 2, marked with its call; GFP+ MAC1+ double positive, %; measured here: differentiation confirmed by MAC1 staining
The depositor's hits bear a star; i = inactive; ? = inconclusive; nt = not tested or not shown.

SMILES	Myeloid diff 2	Myeloid diff 2 GFP+ MAC1+ %
CCOc1ccc(CCN2C(=S)N([C@@H](Cc3ccccc3)CN3CCCC3CN3C(=S)NC[C@@H]3Cc3ccccc3)C[C@@H]2Cc2ccc(O)cc2)cc1 (stereo partly specified)	i	1.8
CCc1nc2ccc(C(=O)N3CCN(C)CC3)cn2c1N(CCC(C)C)CCN(C)C	i	0.5
COc1ccc(C(=O)C(=O)N2CCC(c3ccccc3)CC2)cn1	i	2.9
COc1cc(NC(=O)c2ccc(-c3cccnc3)c3ccoc23)cc(OC)c1OC	i	1.1
C[C@@]12CC[C@@H](C3=C(CCC3)C1)N2c1ccccc1	i	3.3
Cn1c(NCc2ccccc2F)nc2cc(-c3cccc(Cl)c3)sc2c1=O	i	0.9
CCc1nc2ccc(C(=O)Nc3ccc4c(c3)OCC(=O)N4)cn2c1N(C)C(=O)C1CCCCC1	i	1.0
O=C(Nc1ccc2c(c1)OCO2)c1cc(C2CCCCN2S(=O)(=O)c2cccs2)on1 (stereo unspecified)	i	0.6
CCc1nc2c(OCC(=O)c3ccc(F)cc3)cccn2c1N(C)C(=O)c1ccc(OC)cc1	i	1.3
CC(C)Oc1ccc(F)cc1-c1cc(C(=O)NCc2cccs2)[nH]n1	i	2.3
CC1(C(=O)Nc2cccc3cccnc23)CCN1Cc1ccc(-c2ccccc2)o1 (stereo unspecified)	i	0.6
CCCNC(=O)Nc1ccc2c(c1)OC[C@H](C)N(C(=O)C1CCCCC1)C[C@@H](C)[C@H](OC)CN(C)C2=O	i	1.8

3 entries picked at random from those above, as already listed:
SMILES	Myeloid diff 2	Myeloid diff 2 GFP+ MAC1+ %
CCCNC(=O)Nc1ccc2c(c1)OC[C@H](C)N(C(=O)C1CCCCC1)C[C@@H](C)[C@H](OC)CN(C)C2=O	i	1.8
CCc1nc2c(OCC(=O)c3ccc(F)cc3)cccn2c1N(C)C(=O)c1ccc(OC)cc1	i	1.3
CC1(C(=O)Nc2cccc3cccnc23)CCN1Cc1ccc(-c2ccccc2)o1 (stereo unspecified)	i	0.6

Other structures
SMILES	Myeloid diff 2	Myeloid diff 2 GFP+ MAC1+ %
Cc1ccc(-c2cnc(C(O)c3ccc(Cl)c(Cl)c3)[nH]2)cc1 (stereo unspecified)	i	1.8
CCOC(=O)C1CCCN(C(=O)c2ccc(OC)c(OC)c2)CC1 (stereo unspecified)	i	0.5
O=C(C(=Cc1ccccc1)c1ccccc1)c1ccccc1	i	1.0
CCOc1cccc(-c2ccc3nncn3c2)c1	i	0.7
Cc1cccc(-c2ccc(O)cc2CN2CCN(c3ncc(Cc4ccccc4)cn3)CC2)c1	i	2.2
COc1ccc(C(NC(=O)C2CCN(CCOc3ccc(F)cc3)CC2)c2cccs2)cc1 (stereo unspecified)	i	1.8
CCCNC(=O)C1(C)CCN(C(=O)c2sccc2C)C1 (stereo unspecified)	i	1.6
NC(COCc1ccccc1)c1csc(Nc2ccc(C(F)(F)F)cn2)n1 (stereo unspecified)	i	0.6
CC[C@H](C)[C@@H](CO)NC(=O)[C@H]1O[C@@H](n2ccc(N)nc2=O)[C@H](O)[C@@H]1O	i	0.4
COC(=O)[C@@]12C[C@@H](CC(=O)NCC34CC5CC(CC(C5)C3)C4)C(=O)N(Cc3ccco3)C1=CCC(C)(C)C2	i	3.1
Cc1ccccc1NC(=O)c1cc(-c2ccco2)nc2ccccc12	i	1.3
COc1ccc(C(C)NC(=O)C2CCN(CCCc3ccccc3)CC2)cc1OC (stereo unspecified)	i	0.7
CC1=C(C(=O)N(C)C)CC(CC(=O)NCC2CCCCC2)C(=O)N1Cc1ccc(F)cc1 (stereo unspecified)	i	0.7
Cc1ccc(OCCCN2CCC(C(O)(c3ccccc3)c3ccccc3)CC2)cc1	i	1.1
Cn1cc([C@]2(O)C(=O)Nc3ccccc32)c2ccccc21	i	1.9
CC1(C(=O)Nc2ccc3c(c2)OCO3)Cc2c(-c3cccc(C(N)=O)c3)ccnc2O1 (stereo unspecified)	?	nt
COc1ccc(CNC(=O)[C@H](Cc2ccccc2)NC(=O)CC[C@H]2O[C@@H](n3ccc(=O)[nH]c3=O)[C@H](O)[C@@H]2O)cc1	i	1.0
Cc1ccc(S(=O)(=O)N2C[C@H]3C(=O)C[C@@H](c4ccccc4C)N(S(=O)(=O)c4ccc(C)cc4)[C@H]3C[C@H]2c2ccccc2)cc1	i	0.4
CC(C)NC(=O)Nc1nnc([C@@H]2C[C@H](O)[C@@H](CO)O2)s1	i	0.8
CC(=O)Nc1ccc(NC(=S)NC(=O)c2ccc(-c3ccccc3)cc2)cc1	i	0.2
COc1ccc(Cl)cc1C1=NOC2(CCC2)C(=O)N1Cc1cccc(C#N)c1	i	4.2
Cc1ccccc1S(=O)(=O)NCC[C@@H]1CC[C@@H](NC(=O)C2CCCC2)[C@@H](CO)O1	i	1.5
CCOC1=C2[C@H](c3ccccc3)N(S(=O)(=O)c3ccc(C)cc3)[C@H](C(C)C)[C@H]2n2c(=O)n(-c3ccccc3)c(=O)n2C1	i	0.9
CCOC(=O)C(=O)N(C)c1c(CC)nc2c(OCCC3CCCCC3)cccn12	i	1.1

Taken from above (4 entries):
SMILES	Myeloid diff 2	Myeloid diff 2 GFP+ MAC1+ %
CC(=O)Nc1ccc(NC(=S)NC(=O)c2ccc(-c3ccccc3)cc2)cc1	i	0.2
COc1ccc(Cl)cc1C1=NOC2(CCC2)C(=O)N1Cc1cccc(C#N)c1	i	4.2
Cc1ccccc1S(=O)(=O)NCC[C@@H]1CC[C@@H](NC(=O)C2CCCC2)[C@@H](CO)O1	i	1.5
CCOC1=C2[C@H](c3ccccc3)N(S(=O)(=O)c3ccc(C)cc3)[C@H](C(C)C)[C@H]2n2c(=O)n(-c3ccccc3)c(=O)n2C1	i	0.9

(more compounds)
SMILES	Myeloid diff 2	Myeloid diff 2 GFP+ MAC1+ %
CC1(C(=O)NS(=O)(=O)C2CC2)CCN(C(=O)c2ccc3c(c2)OCO3)C1 (stereo unspecified)	i	2.9
CN1CCN(c2ccc(CNC(=O)C3(C)Cc4c(-c5ccc(C(N)=O)cc5)ccnc4O3)cc2)CC1 (stereo unspecified)	i	1.2
COc1ccc(N2CCN(c3cc(C(=O)Nc4cc(OC)c(OC)c(OC)c4)ncn3)CC2)cc1OC	i	0.6
CC(C)C[C@@H](CN1CCC[C@H]1CN1C(=O)C(=O)NC[C@@H]1Cc1ccccc1)N1C[C@H](Cc2ccccc2)N(CC2CCCCCC2)C(=O)C1=O	i	1.1
COc1cccc(C(NC(C)=O)c2nc(-c3cccc(C(=O)O)c3)cs2)c1 (stereo unspecified)	i	0.5
O=C1NC[C@@H](CCCCN2C[C@H](Cc3ccc(O)cc3)N(CCC3CCCCC3)C(=O)C2=O)N(CCC2CCCCC2)C1=O	i	0.7
COc1ccc(-c2cc(C(=O)NCc3ccc(F)cc3)[nH]n2)c(C)c1	i	0.5
CCCCC(=O)N(C)c1c(C)nc2ccc(C(=O)Nc3cccc(NS(C)(=O)=O)c3)cn12	i	0.4
OC[C@@H]1CN(Cc2cccc(C(F)(F)F)c2)C[C@H](n2cnc3c(NCc4ccco4)ncnc32)O1	i	1.8
Cc1ccc(N2CCN(C(CCc3ccccc3)C(=O)Nc3c(C)cccc3C)CC2)cc1 (stereo unspecified)	i	1.3
CCOC(=O)C(=O)N(C)c1c(CC)nc2c(OCc3ccccc3OC)cccn12	i	1.0
CC1(C(=O)NS(=O)(=O)c2ccc(F)cc2F)CCN1C(=O)CCc1ccc(Cl)cc1Cl (stereo unspecified)	i	1.0
CCOC(=O)C1=CCN(S(=O)(=O)c2ccc(C)cc2)[C@H]1c1ccccc1Cl	i	1.1
COc1ccc([C@@H]2C[C@H]3[C@@H](CN2S(=O)(=O)c2ccccc2)C(=O)C[C@@H](c2ccc(OC)cc2)N3S(=O)(=O)c2ccccc2)cc1	i	1.0
CC1(C(=O)NCC2CCOCC2)Cc2c(-c3cccc(C(N)=O)c3)ccnc2O1 (stereo unspecified)	i	1.8
COc1ccc(NC(=O)c2cc(-c3sc(NC(=O)c4ccccc4)nc3C)n(-c3ccc(Br)cc3)n2)cc1	i	1.3
COc1cc(Cl)ccc1OC1(C)CCN(Cc2c(F)cccc2F)C1 (stereo unspecified)	i	0.9
COc1ccc(CCCNC(=O)C2Cc3c(-c4cccc(C(C)=O)c4)ccnc3O2)cc1 (stereo unspecified)	?	nt
CCc1nc2c(OCc3ccc(C(F)(F)F)cc3)cccn2c1N(C)C(=O)c1ccncc1	i	0.7
CC(=O)Nc1cccc(-c2ccnc3c2CC(C)(C(=O)Nc2cccc(NS(C)(=O)=O)c2)O3)c1 (stereo unspecified)	i	1.6
O=S1(=O)CC(N2CCN(CCO)CC2)CN1CCc1ccccc1 (stereo unspecified)	i	0.6
COc1ccc(N2CCN(C3C(=O)Nc4ccccc4-n4nnnc43)CC2)cc1 (stereo unspecified)	i	1.9
CCOC(=O)[C@]12CCC=C1N(Cc1ccc3c(c1)OCO3)C(=O)[C@H](CC(=O)N1CCN(C(=O)c3ccco3)CC1)C2	i	0.9
CC(C)c1ccccc1NC(=O)Nc1nc(C(N)Cc2ccc(C(F)(F)F)cc2)cs1 (stereo unspecified)	i	0.7
CC(C)C[C@H]1CN(CCCC[C@H]2CNC(=O)C(=O)N2CC2CCCCC2)C(=O)C(=O)N1CCc1ccc(O)cc1	i	1.1
O=C(Nc1ccncc1)c1cc(C2CCCCN2C(=O)CCc2ccccc2)on1 (stereo unspecified)	i	0.8
COC(=O)C1(C(=O)OC)C[C@H](/C=C/c2ccccc2)N(Cc2ccccc2OC)[C@@H]1c1ccccc1	i	2.5
CC(=O)NC(c1cccc(F)c1)c1nc(/C=C/c2ccccc2)cs1 (stereo unspecified)	i	0.9
OC(c1ccccc1)(c1nc(-c2csc3ccccc23)cs1)C(F)(F)F (stereo unspecified)	i	1.7
CC(=O)Nc1cncc(-c2ccc(CN(C)C)cc2)n1	i	1.2
COc1cccc(-c2cnc(C(O)c3ccc(Cl)cc3C)[nH]2)c1 (stereo unspecified)	i	0.9
COCCNC(=O)C1(C)CCCN(CCSc2ccccc2)C1 (stereo unspecified)	i	1.0
CC(C)C[C@H]1CN([C@@H](CC(C)C)CN2CCCC2CN2C(=S)NC[C@@H]2Cc2ccccc2)C(=S)N1CCc1ccccc1 (stereo partly specified)	i	1.2
Cc1ccc(C(=O)Nc2c(-c3ccc(Cl)cc3)[nH][nH]c2=O)cc1	i	0.9
CC1NC(=O)c2ccccc2-n2c1nc1ccc(F)cc1c2=O (stereo unspecified)	i	0.7
CCc1nc2c(OCC(=O)N3CCOCC3)cccn2c1N(C)C(=O)COc1ccccc1	i	0.4
O=C1NC[C@H](CCCCN2C[C@H](Cc3ccccc3)N(CCc3ccc(O)cc3)C(=O)C2=O)N(CC2CCCCC2)C1=O	i	0.8
COc1cccc(Cn2c3ccc(NC(=O)CC(C)C(F)(F)F)cc3c(=O)n2C)c1 (stereo unspecified)	i	1.3
CC(=O)NC(C)(c1ccccc1)c1nc(-c2cnc3ccccc3c2)cs1 (stereo unspecified)	i	0.6
O=S1(=O)C[C@@H](N2CCN(CC3CC3)CC2)[C@H](COCc2ccccc2)N1	i	1.0
CCNC(=O)c1cc2c(c(-c3cccc(-c4cccc(C(=O)N(C)C)c4)c3)n1)[C@H](CCO)N(S(=O)C(C)(C)C)C2 (stereo partly specified)	i	1.2
FC(F)(F)c1cc(Cc2nc3ccccc3n2C(CCc2ccccc2)c2nc3ccccc3[nH]2)cc(C(F)(F)F)c1 (stereo unspecified)	i	2.1
CCOC(=O)C1(C)CCCN(C(=O)c2c(F)cccc2F)C1 (stereo unspecified)	i	0.5
CC(C)C[C@@H]1COc2cc(N3CC[C@H](O)C3)ccc2S(=O)(=O)N1	i	0.8
Cc1cnc(CNC(=O)c2ccc3sc([C@H]4C[C@H](O)[C@@H](CO)O4)nc3c2)cn1	i	0.3
COc1cc(CN2CCC(C(=O)NC(c3ccc(F)cc3)c3ncccc3C)CC2)cc(OC)c1 (stereo unspecified)	i	0.9
CC(C)C[C@H]1CN([C@@H](Cc2ccccc2)CN2CCC[C@@H]2CN2C(=O)C(=O)NC[C@@H]2Cc2ccc(O)cc2)C(=O)C(=O)N1CC1CCCCC1	i	0.7
CC(C)=CCc1c([C@@H]2CCc3ccc(O)cc3O2)cc2c(c1O)OC(C)(C)C=C2	i	0.8
COC(=O)C1=CN(c2ccc(F)cc2)C(N)=C(C#N)C1c1cccc(F)c1 (stereo unspecified)	i	1.6
CCOC(=O)C1(C)CCCN1C(=O)c1ccc(N(C)C)cc1 (stereo unspecified)	i	0.7
Cc1ccc2cc(NC(=O)C3(C)CCN(C)C3)ccc2n1 (stereo unspecified)	i	0.7
O=C1Nc2ccccc2NC(c2ccc3c(c2)OCO3)=C1N(Cc1ccc(F)cc1)C(=O)c1ccco1	i	0.3
CC(=O)Nc1ccc(-c2ccnc3c2CC(C)(C(=O)NCC2CC2)O3)cc1 (stereo unspecified)	i	0.5
O=C1Nc2ccccc2C(=O)N2c3ccccc3NC(=O)C12 (stereo unspecified)	i	0.8
CCOC(=O)[C@]12CCCC=C1N(Cc1ccco1)C(=O)[C@H](CC(=O)NCCC(C)C)C2	i	2.0
Cn1ccc2c(N3c4ccccc4CCc4ccccc43)cc3c(c21)C1CCC3O1 (stereo unspecified)	i	1.4
CN(C(=O)/C=C/c1ccc(F)cc1)C1CCCCC1	i	0.7
CCCCN1C(=O)C(CC(=O)NC2CCCC2)CC(C(=O)N2CCCCCC2)=C1C (stereo unspecified)	i	1.0
CNc1cncc(-c2cccc(OC)c2F)n1	i	0.3

Whole records, looked up by structure. Screens in order: Myeloid diff 2	Myeloid diff 2 GFP+ MAC1+ %
Cc1ccc2cc(NC(=O)C3(C)CCN(C)C3)ccc2n1 (stereo unspecified) is listed as i	0.7
COc1ccc(NC(=O)c2cc(-c3sc(NC(=O)c4ccccc4)nc3C)n(-c3ccc(Br)cc3)n2)cc1 is listed as i	1.3
Cc1ccc(-c2cnc(C(O)c3ccc(Cl)c(Cl)c3)[nH]2)cc1 (stereo unspecified) is listed as i	1.8

The list is partial. The share of hits here may be higher or lower than overall.
